# Screens: PubChem BioAssay, several laboratories
# Large T inhibition: TAg ATPase/helicase activity blockers – biochemical (AID 1903); 310,000 compounds, 0.39% hits; inhibition, % at 20 µM; hits with a dose series show IC50 in µM; SV40 large T antigen ATPase/helicase inhibition assay; higher % means a stronger effect; in the data active = a potency from the dose series; inconclusive = inhibition mostly from about 32% at the one dose, without a potency; inactive = the rest, 99 in 100 with inhibition below about 32%; also: strong numbers were not always called active
# LYP phosphatase: inhibitors of LYP phosphatase, biochemical, fluorescence intensity, uHTS (AID 1779); recombinant LYP phosphatase, fluorescence intensity; higher % means a stronger effect; inhibition, % at 11.5 µM; hits with a dose series show IC50 in µM; 290,000 compounds, 0.054% hits; in the data active = inhibition above about 50%;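 also: plate controls were vehicle with enzyme for no effect and no enzyme for full effect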
# Rac1 GTP hydrolysis: MgcRacGAP GTPase-activating activity inhibitors, confirmation, biochemical, ADP Hunter fluorescence; inhibition, % at 30 µM, or IC50 in µM where a hit was titrated; MgcRacGAP-stimulated Rac1 GTP hydrolysis, ADP Hunter fluorescence; higher % means a stronger effect; GST-tagged Rac1 F28L mutant substrate; 340,000 compounds, 0.6% hits;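 active = first-screen hits whose inhibition reached a set limit at any dose in the follow-up dose series; inconclusive = inhibition above the set first-screen limit but never retested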;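 also: fluorescence reports GDP produced by GAP-driven GTP hydrolysis; strong numbers were not always called active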
# XIAP antagonists: XIAP antagonists, biochemical, IAP family, fluorescence polarization (AID 1018); XIAP BIR domain, fluorescence polarization peptide displacement; higher % means a stronger effect; displacement, % at 20 µM, or IC50 in µM where a hit was titrated; 200,000 compounds, 0.007% hits; in the data active = displacement above about 50%; also: a part of the inactive calls stands beside numbers as strong as those of hits
# RSV CPE inhibition: RSV antiviral activity via CPE protection, HEp-2 cells, primary 10 µM value included (AID 2391) | HEp-2 cells, RSV-induced CPE inhibition; higher % means a stronger effect | one-dose CPE inhibition, % at 10 µM; IC50 in µM for titrated hits | 310,000 compounds, 0.13% hits; in the data active = a potency from the dose series; inconclusive = CPE inhibition mostly from about 23% at the one dose, without a potency; inactive = the rest, 99 in 100 with CPE inhibition below about 21%; also: strong numbers were not always called active
# HIV peptide binding: inhibitors of HIV fusion peptide binding, primary screen, biochemical, uHTS, fluorescence dequenching (AID 1986). inhibition, % at 20 µM, or IC50 in µM where a hit was titrated. 290,000 compounds, 0.3% hits. cell-free peptide binding, fluorescence dequenching, 30 min; higher % means a stronger effect; in the data active = inhibition mostly above about 52%, no sharp cut-off; inactive = mostly below about 76%; also: some results filed as inactive read as strong as hits
# Dengue-2 NS5 capping: flavivirus cap methylation enzyme inhibition – biochemical, confirmation dose response, primary screen (AID 588689); Dengue-2 NS5 methyltransferase capping enzyme assay, biochemical; higher % means a stronger effect; one-dose inhibition, % at 25 µM; IC50 in µM for titrated hits; 340,000 compounds, 0.3% hits; in the data active = a potency from the dose series; inconclusive = inhibition above about 29% without an active follow-up result
# AID2073: disruptors of CaV2.2 binding to Mint1 – biochemical, HTRF (AID 2073) | inhibition, % at 20 µM, or IC50 in µM where a hit was titrated | 290,000 compounds, 0.19% hits | HTRF protein-protein interaction, Mint1-CaV2.2; higher % means a stronger effect; in the data active = inhibition mostly above about 51%, no sharp cut-off; inconclusive = no clear call, values can overlap the other calls; inactive = mostly below about 53%; also: some results filed as inactive read as strong as hits
# Siah-1 displacement: Siah-1 peptide-binding antagonists, primary screen, biochemical, fluorescence polarization, rhodamine-plectin, uHTS (AID 1817). Siah-1 / rhodamine-plectin peptide fluorescence polarization; higher % means a stronger effect. 290,000 compounds, 0.02% hits. displacement, % at 20 µM; hits with a dose series show IC50 in µM;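 active = displacement of at least 50% at 20 µM, with a fluorescence ratio check between 0.3 and a set limit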;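 also: plate controls were Siah plus tracer with DMSO for no effect and tracer alone without Siah for full effect; strong numbers were not always called active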
# Dengue-2 NS5 capping pilot replicate: recorded beside Dengue-2 NS5 capping, whose call it bears; inhibition, %; measured here: pilot screen replicate inhibition
# * = called active by the depositor; ? = inconclusive; nt = no result given.
SMILES,Large T inhibition,LYP phosphatase,Rac1 GTP hydrolysis,XIAP antagonists,RSV CPE inhibition,HIV peptide binding,Dengue-2 NS5 capping,AID2073,Siah-1 displacement,others
COc1ccc(C2=NN(C(=O)CCC(=O)O)C(c3ccc(OC)c(OC)c3)C2)cc1 (configuration not stated),24%,-8%,6%,nt,0.7%,2.3%,-12%,2%,-1%,Dengue-2 NS5 capping pilot replicate=0.6
COc1ccc(OC)c(NC(=O)c2cc3c(Cl)nc4ccccc4c3s2)c1,-1%,-3%,4%,5.0%,1.6%,-2.2%,1%,21%,0%,
Cc1[nH][nH]c(=O)c1C(c1ccc(Br)cc1)c1c(C)[nH][nH]c1=O,29%,-6%,9%,nt,1.0%,-1.2%,-5%,4%,10%,
Cc1cc(C)nc(SCC(=O)N2CCCCC2)n1,24%,-12%,16%,-5.0%,1.3%,0.6%,4%,-4%,-1%,
CC(C)c1ccc(NC2CCCN(C(=O)c3cnn(C(C)C)c3)C2)cc1 (configuration not stated),25%,-4%,8%,nt,1.0%,-0.9%,-6%,2%,4%,
O=C(Nc1cccc2ncccc12)c1cc([N+](=O)[O-])ccc1Cl,5%,-8%,10%,nt,1.3%,0.2%,-1%,-8%,7%,
CCc1ccc(Oc2cc(C)nc(N)n2)cc1,0%,-6%,4%,-3.5%,2.1%,1.2%,6%,10%,4%,
CCN1CCN(C(=O)CCc2nnc3ccc(N4CCN(c5cccc(OC)c5)CC4)nn23)CC1,15%,-14%,12%,nt,0.4%,-1.8%,-2%,11%,-8%,
CCc1noc(C)c1C(=O)Nc1cc(S(=O)(=O)N(CC)CC)ccc1N1CCCC1,7%,nt,5%,nt,-2.1%,nt,-2%,nt,nt,
CCCc1ccc2oc(C(=O)N3CCC[C@H]3CO)c(C)c2c1,15%,-3%,9%,nt,13%,-0.9%,-7%,2%,12%,
Cc1ccc(C(C)C)cc1S(=O)(=O)NCc1ccccn1,1%,-3%,3%,nt,0.0%,-1.6%,-9%,9%,-4%,
C=CCn1c(SCC(=O)Nc2ccc(OC)cc2)nnc1-c1cnccn1,27%,-5%,6%,nt,1.2%,0.9%,0%,2%,17%,
Cc1ccc(S(=O)(=O)/C(C#N)=C/c2c(N3CCOCC3)nc3ccccn3c2=O)cc1,0%,7%,8%,-3.7%,nt,-0.5%,-6%,5%,-2%,
CCC1CCCCN1CCNC(=O)CCS(=O)(=O)c1ccc(Br)cc1 (configuration not stated),10%,-3%,6%,-9.0%,-0.9%,2.2%,-3%,10%,0%,
C=CCn1cc(/C=C2/NC(=O)NC2=O)c2ccccc21,23%,-3%,9%,nt,nt,-1.2%,1%,-5%,-11%,
CNC(=O)[C@@]1(Cc2ccccc2)C=C[C@@H](C)N1C(C)=O,7%,nt,11%,nt,-0.3%,nt,-7%,nt,nt,
CC(=O)Cn1cnc2sc(-c3ccccc3)cc2c1=O,15%,-4%,7%,-3.4%,12%,-1.8%,-7%,-9%,3%,
CC1(C)Cc2c(sc3ncnc(NNC(=S)NCc4ccccc4)c23)CO1,15%,-10%,0%,-1.1%,-0.7%,-1.8%,0%,-22%,-7%,
CCn1c(CC(=O)Nc2ccccc2Cl)nnc1SCC(=O)NC1CCCC1,0%,-2%,7%,nt,-0.1%,-0.1%,-6%,4%,-1%,
O=C(NC12CCC(O)C(SC1)/C2=N/O)c1ccccc1 (configuration not stated),8%,-7%,4%,-2.1%,1.2%,-1.3%,5%,0%,3%,
CC(/C=C/c1ccc(O)cc1)=N/O,8.8µM*,-4%,10µM*,-8.2%,5.5%,-0.4%,-1%,3%,0%,
CCCCc1ccc(NC(=O)CSc2nnc(C)c(=O)n2N)cc1,6%,-11%,5%,nt,0.2%,-1.4%,-3%,15%,-5%,
CC(=O)NC(Cc1ccccc1C)C(=O)NC1CCN(C(=O)NCc2ccccc2)CC1 (configuration not stated),nt,-8%,0%,nt,nt,-0.9%,-3%,10%,2%,
Cc1ccc(C)c(N(C(=O)Cn2nnc3ccccc32)C(C(=O)NC(C)(C)C)c2ccsc2)c1 (configuration not stated),-4%,-2%,4%,-5.4%,2.5%,4.7%,1%,3%,-5%,
Cc1ccc2c(c1)N(C(=O)c1ccco1)C(C)(C)c1ssc(=S)c1-2,5%,2%,4%,-6.3%,3.8%,-0.4%,-2%,-30%,-9%,

# Next results follow.
SMILES,Large T inhibition,LYP phosphatase,Rac1 GTP hydrolysis,XIAP antagonists,RSV CPE inhibition,HIV peptide binding,Dengue-2 NS5 capping,AID2073,Siah-1 displacement,others
COc1ccc(CC(=O)NNC(=O)c2ccc(Br)o2)cc1,-4%,-6%,7%,nt,0.2%,-0.9%,2%,4%,-4%,
O=C(COC(=O)CNC(=O)c1ccc(Cl)c([N+](=O)[O-])c1)NNC(=O)c1cccs1,8%,nt,0%,nt,-1.7%,nt,-3%,nt,nt,
O=C(COc1ccc(F)cc1)N(c1ccccn1)C1CCCCC1,-15%,15%,7%,-3.3%,0.4%,-0.4%,4%,1%,0%,
c1ccc(CNc2nc(CN3CCOCC3)nc3scc(-c4ccccc4)c23)cc1,9%,-5%,6%,-0.3%,2.2%,-1.6%,-1%,3%,-4%,
c1ccc(CSc2nc3ncncc3[nH]2)cc1,9%,-7%,4%,nt,2.1%,-0.6%,2%,8%,3%,
COc1ccc(Nc2cc(C)nc(NCc3ccccc3)n2)cc1,12%,-6%,nt,nt,nt,-1.0%,nt,36%,3%,
CC1CC(=O)C(C2c3ccccc3CCN2C(=O)CCl)C(=O)C1 (configuration not stated),12%,-3%,2%,1.4%,1.7%,4.7%,-3%,4%,4%,
CCOc1ccc(C(=O)c2ccccc2C(=O)O)cc1OCC,5%,-11%,7%,-5.1%,0.3%,0.3%,-8%,9%,5%,
Cc1ccc(S(=O)(=O)N2CCC(C(=O)NCCCN3CCOCC3)CC2)cc1C,15%,nt,9%,nt,-2.5%,nt,-4%,nt,nt,
CCC1CCCCN1C(=O)COc1cccc2c1CCN(C)C2=O (configuration not stated),7%,2%,-1%,-0.8%,0.9%,2.2%,-7%,3%,1%,
COc1cc(/C=C2/C(=O)NN(c3cccc(Cl)c3)C2=O)cc(OC)c1O,?,-6%,?,nt,1.9%,104%*,-122%,4%,0%,
COc1cccc(CN(CC(=O)NC2CCCC2)C(=O)CCC(=O)Nc2cc(C)on2)c1,22%,-6%,9%,-2.4%,0.8%,-2.7%,2%,-6%,-5%,
S=C(NCCc1ccccc1)N/N=C/c1cccc(Cl)c1Cl,5%,0%,3%,0.3%,40%,-1.4%,-8%,40%,1%,
CCOc1ccc(N(CC(=O)N2CCC(Cc3ccccc3)CC2)S(C)(=O)=O)cc1,10%,-4%,4%,-7.7%,-0.3%,-0.4%,-1%,-18%,0%,
CCOc1ncccc1C(=O)OCC(=O)Nc1cc(C)ccc1C,2%,-6%,6%,-7.3%,-0.5%,-2.7%,-11%,-5%,-1%,
COc1ccc(N(CC(=O)Nc2ccc3c(c2)OCO3)S(=O)(=O)c2ccccc2)cc1,0%,4%,0%,2.1%,1.2%,-2.9%,2%,3%,-8%,
CNC(=S)N(Cc1ccco1)Cc1cc2cc3c(cc2[nH]c1=O)OCCO3,24%,-9%,11%,-2.0%,1.7%,16%,-9%,7%,6%,
COc1ccc(CCNCc2cc(C)n(-c3ccc(OC)cc3)c2C)cc1,10%,-6%,20%,nt,-2.1%,-1.2%,-11%,-3%,1%,
O=C(CNc1cc(S(=O)(=O)N2CCCC2)ccc1OCC(F)(F)F)Nc1cc(Cl)cc(Cl)c1,8%,-9%,nt,-2.5%,-0.2%,0.3%,nt,13%,-2%,
Nc1c(C(=O)NCc2ccccc2)sc2nc3c(cc12)C(=O)CCC3,6%,-1%,9%,-26%,3.5%,56%,6%,-30%,0%,
COc1ccc(C(=O)NNC2CC(=O)N(Cc3ccc(Cl)cc3)C2=O)cc1OC (configuration not stated),24%,-14%,2%,-4.9%,2.4%,1.5%,1%,1%,-2%,
CN/C=C1\C(=O)C(C)(C)Oc2ccc3ccc(=O)oc3c21,7%,5%,19%,-6.8%,4.2%,-0.6%,-8%,6%,-1%,
CCOc1ccccc1/C=C(/NC(=O)c1ccccc1)C(=O)N(CC)CC,18%,2%,5%,-18%,2.7%,4.1%,-10%,14%,5%,
COc1ccccc1C(=O)NCc1nnc(SCC(=O)Nc2nccs2)n1C,10%,-2%,3%,nt,0.9%,1.0%,-5%,-8%,2%,
Cc1ccc(C(=O)N(Cc2sccc2C)C2CCS(=O)(=O)C2)cc1 (configuration not stated),13%,-5%,5%,nt,4.3%,-0.2%,-3%,7%,10%,

# Brought forward from above: three entries, followed by the next part.
SMILES,Large T inhibition,LYP phosphatase,Rac1 GTP hydrolysis,XIAP antagonists,RSV CPE inhibition,HIV peptide binding,Dengue-2 NS5 capping,AID2073,Siah-1 displacement,others
CCOc1ccccc1/C=C(/NC(=O)c1ccccc1)C(=O)N(CC)CC,18%,2%,5%,-18%,2.7%,4.1%,-10%,14%,5%,
COc1ccccc1C(=O)NCc1nnc(SCC(=O)Nc2nccs2)n1C,10%,-2%,3%,nt,0.9%,1.0%,-5%,-8%,2%,
Cc1ccc(C(=O)N(Cc2sccc2C)C2CCS(=O)(=O)C2)cc1 (configuration not stated),13%,-5%,5%,nt,4.3%,-0.2%,-3%,7%,10%,
O=C(C1CC1)N1CCN(Cc2ccccc2)CC1,5%,nt,7%,nt,3.9%,nt,-3%,nt,nt,
CC(C)CN1CCC(=O)N([C@H](CN=[N+]=[N-])Cc2ccccc2)CC1,4%,-16%,7%,nt,-1.5%,2.4%,-7%,6%,-2%,
O=C(O)c1n[nH]c2ccccc12,13%,-5%,4%,-0.8%,2.9%,1.3%,-2%,2%,-4%,
CCCCn1c(N)c(N(CCC(C)C)C(=O)c2cccc(S(=O)(=O)N3CCN(C)CC3)c2)c(=O)[nH]c1=O,12%,nt,1%,nt,-1.8%,nt,0%,nt,nt,
O=C(Nc1cccc(Cl)c1)C1CCCCC1,18%,nt,10%,nt,0.7%,nt,-8%,nt,nt,
O=C(NCC1CCCO1)c1csc2c1CCCC2 (configuration not stated),6%,-11%,3%,-8.4%,0.4%,2.1%,-1%,?,2%,
C#CCNC(=O)C1=C[C@@H](C2CCCCC2)C[C@@H](OCCCCO)O1,4%,-1%,7%,-1.7%,-1.5%,3.8%,1%,5%,1%,
COc1ccccc1CCNC(=O)Cc1cccs1,9%,-3%,3%,nt,0.6%,-2.2%,-2%,20%,-4%,
CC1CCCC(C)N1C(=O)COC(=O)c1cc(S(=O)(=O)N2CCOCC2)ccc1Cl (configuration not stated),12%,nt,2%,nt,2.9%,nt,-7%,nt,nt,
COc1ccc(-n2ncc3c(N4CCC(C(N)=O)CC4)ncnc32)cc1,-2%,-4%,0%,-1.3%,0.0%,0.4%,2%,6%,7%,
CC(=O)Nc1ccc(NC(=O)C2CC(=O)N(C(C)C)C2)cc1 (configuration not stated),4%,-8%,3%,nt,2.1%,1.5%,2%,1%,1%,
CCCN1CCN(CCCNC(=O)CN2C(=O)COc3ccccc32)CC1,10%,-5%,2%,-5.9%,-2.4%,0.3%,-1%,43%,-3%,
